# KLK7 zymogen act: activators of human kallikrein-7 zymogen. P49862. purified proKLK7, EDANS-DABCYL substrate fluorescence; 100% is mature enzyme control, 0% vehicle. activation, % at 7 µM. 0.9% of 370,000 active. AID 652039;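 active means activation above the mean of all tested compounds plus 3 SD, computed per campaign excluding outliers beyond control limits, cut at about 13% in these data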
# Target sequence (P49862 whole entry, looked up): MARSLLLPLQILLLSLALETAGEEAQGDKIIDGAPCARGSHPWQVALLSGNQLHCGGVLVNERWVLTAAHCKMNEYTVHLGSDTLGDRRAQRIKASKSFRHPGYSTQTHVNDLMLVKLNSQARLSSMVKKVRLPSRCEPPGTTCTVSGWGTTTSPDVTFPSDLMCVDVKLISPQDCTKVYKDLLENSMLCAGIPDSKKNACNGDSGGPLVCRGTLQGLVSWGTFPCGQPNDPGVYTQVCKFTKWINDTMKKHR
# NR1D1 modulator: modulates human Rev-erb alpha binding to DNA; 0.79% of 370,000 active; Rev-erbα–FITC-DNA binding, fluorescence polarization, 90 min; P20393; AID 1259318; activity, % at 10 µM;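 active means activity above about 14%, limit read from the data; passing the limit was not always enough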;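 further: 0% = DMSO wells with 35 nM protein and 100% = DMSO wells with 750 nM protein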
# ARFGAP1 inh: inhibitors of rat ARFGAP1; Q62848; Arfgap1-stimulated ARF1 GTP hydrolysis, GDP FP detection; inhibition, % at 16.5 µM; 0.26% of 360,000 active; AID 651572;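 active means inhibition above a per-plate limit, mean inhibition of low control wells plus 3 SD, cut at about 25% in these data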;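 further: 0% = DMSO wells with enzyme and 100% = wells lacking Arfgap1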
# Target sequence (Q62848 1-136 limits assumed): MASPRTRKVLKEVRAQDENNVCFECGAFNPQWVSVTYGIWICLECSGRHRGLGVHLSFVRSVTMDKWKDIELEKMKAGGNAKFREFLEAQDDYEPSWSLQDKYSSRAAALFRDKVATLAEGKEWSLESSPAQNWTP
#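 system = rat Arfgap1 catalytic domain, aa 1-136 | technique = FP, GDP Alexa 633 tracer displaced from anti-GDP antibody, 620/688 nm | compound = one concentration, 16.5 µM, DMSO 1.26% | medium = HEPES-based buffer, pH 7.5 | timing = compound-enzyme preincubation 20 min, reaction 120 min, detection 60 min, 25 °C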
# Tn7 DDE FP: DD(E)-Tn7 binding inhibition, primary FP screen. inhibition, % at 8.3 µM. P02675. 0.13% of 370,000 active. FP displacement of FITC-Tn7 peptide from fibrin DD(E); 0% = median of compound wells per plate. AID 720508;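 active means inhibition above the mean of compounds falling within the control limits plus 3 SD of them, cut at about 14% in these data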;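 further: 0% = plate median of compound wells and 100% = 10 µM Aha-Tn7 peptide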
#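 Assay system: Human clot-derived fibrin DD(E) complex | Buffer or medium: Tris/NaCl/CaCl2 buffer, pH 7.8 | Repeats: One replicate per compound | Benchmarks: Aha-Tn7 high control | Measure: % inhibition scaled between sample-field median and high-control FP | Schedule: 10 min plus 3 h, room temperature | Signal: Fluorescence polarization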
# PLC-gamma1 inh: PLC-gamma1 (human) inhibition, primary screen; P19174; purified PLC-gamma1, fluorogenic substrate, fluorescence; inhibition, % at 12.2 µM; 0.84% of 370,000 active; in the data active means inhibition above about 9.5%
# DDE Tn6 FP inh: inhibitors of Tn6 peptide binding to human fibrin DD(E); inhibition, % at 8.3 µM; Fibrin DD(E) TRITC-Tn6 fluorescence polarization displacement; P02675; 0.21% of 370,000 active;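 active means inhibition above a per-campaign cutoff: mean of compounds within control limits plus 3 SD, cut at about 15% in these data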;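 further: 0% = median of all compound wells on the plate and 100% = blocking peptide control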
# HGIII-sPLA2 inh: Blocks human group III sPLA2 activity. Q9NZ20. QFRET BODIPY PC-A2 liposome hydrolysis, fluorescence. inhibition, % at 12.2 µM. 0.56% of 370,000 active;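 active means inhibition above mean plus 3 SD of compounds lying within the high and low control bounds, cut at about 19% in these data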;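 further: 0% = median of test compound wells and 100% = no enzyme DMSO wells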
# PLC-beta3 inh: inhibitors of human phospholipase C beta3. Q01970. Purified PLC-beta3, fluorogenic substrate, fluorescence. inhibition, % at 12.2 µM. 0.18% of 370,000 active. AID 720704; in the data active means inhibition above about 11%;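 further: 0% = median of compound wells on plate and 100% = full blocker control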
# ASAP1 GAP inh: ASAP1 ArfGAP inhibition | inhibition, % at 16.5 µM | Q9ULH1 | ASAP1-stimulated ARF1 GTP hydrolysis, GDP FP detection | 0.19% of 360,000 active | AID 624377; in the data active means inhibition above about 25%;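 further: 0% = vehicle with enzyme and substrate and 100% = no enzyme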
# Target sequence (Q9ULH1 325-724 limits assumed): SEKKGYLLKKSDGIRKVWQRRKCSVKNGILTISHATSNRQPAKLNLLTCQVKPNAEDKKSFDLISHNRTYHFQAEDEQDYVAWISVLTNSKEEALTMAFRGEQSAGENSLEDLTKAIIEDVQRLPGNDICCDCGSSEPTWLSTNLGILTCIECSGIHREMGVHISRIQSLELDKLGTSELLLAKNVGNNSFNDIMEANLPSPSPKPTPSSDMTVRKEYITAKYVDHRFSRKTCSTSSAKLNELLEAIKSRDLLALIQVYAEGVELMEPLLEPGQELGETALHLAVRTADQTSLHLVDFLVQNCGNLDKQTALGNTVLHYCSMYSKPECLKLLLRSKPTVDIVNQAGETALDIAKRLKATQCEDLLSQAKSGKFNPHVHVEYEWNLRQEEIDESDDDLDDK
# UHRF1 binding: UHRF1 methyl-DNA binding inhibition | Q96T88 | 0.75% of 370,000 active | AID 687016 | inhibition, % at 4.4 µM | UHRF1 binding to methylated oligo, TR-FRET; in the data active means inhibition above about 21%;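 further: UHRF1 SRA domain binding a hemimethylated CpG hairpin DNA probe; 0% = median of test compound wells and 100% = reference inhibitor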
# The depositor's hits bear a star; i = inactive. A portion of the library, so the mix of outcomes need not match the whole.
SMILES,KLK7 zymogen act,NR1D1 modulator,ARFGAP1 inh,Tn7 DDE FP,PLC-gamma1 inh,DDE Tn6 FP inh,HGIII-sPLA2 inh,PLC-beta3 inh,ASAP1 GAP inh,UHRF1 binding
c1ccc2c(N3CCNCC3)nsc2c1,0.4,1,2,4,4,-1,5,-2,10,-1
O=C1Nc2ccc(Br)cc2C(c2ccccc2Cl)=NC1O (stereo not drawn),-0.2,-4,2,1,5,-8,2,7,-4,-1
CCC(=NCc1ccco1)c1c(O)n(-c2ccc(C)cc2)c(=O)[nH]c1=O,-0.3,0,-3,-1,0,-3,-4,-1,10,3
O=C1NC(=O)C(=Cc2ccc(N3CCOCC3)cc2)C(=O)N1,-0.1,-3,9,-2,-1,-1,1,-4,1,-4
ClCCN(CCCl)c1ccc(C=Cc2ccncn2)cc1,3.6,-32,2,-19,i,8,-20,i,4,-28
N#Cc1ccc(NC(=S)N2Cc3cc(Br)ccc3-n3nncc3C2)cc1,1.0,-3,1,-1,1,7,-7,3,7,1
COc1cc(C(=O)N/N=C/C23CC[C@@H](O)CC2(O)CC[C@@H]2[C@@H]3CCC3(C)C(C4=CC(=O)OC4)CCC23O)ccc1O (stereo partly drawn),-0.7,4,-9,1,0,-4,1,2,10,1
C=CCC1(Nc2ccccc2)CC(C)N(C)CC1C (stereo not drawn),-0.3,0,0,8,-4,-2,9,-11,8,-1
CCOC(=O)[C@]12Cc3ccccc3[C@H]1N(CCC(=O)OC)C(=O)c1cc(OC)ccc12,0.0,1,-4,1,-3,2,8,-5,1,3
CCOC(=O)C1=C(N)Oc2ccccc2C12C(=O)N(CC(=O)OC)C(CC(=O)OC)=C2C(=O)OC (stereo not drawn),0.5,-4,-8,5,4,9,3,1,-8,0
COc1c(O)ccc2c1-c1c3c(cc4c1C(C2)N(C)CC4)OCO3 (stereo not drawn),-0.7,-6,-3,1,-13,0,3,-18,0,-2
c1ccc(N2[C@@H]3CC[C@H]2c2ccccc2C3)cc1,0.3,6,7,3,7,1,11,3,11,2
O=C(NCC(c1cccnc1)N1CCN(c2ccccc2F)CC1)Oc1ccccc1 (stereo not drawn),-0.5,-5,-3,9,3,-6,-8,3,11,2
Clc1ccccc1CN1CCN(c2ccccc2Cl)CC1,-0.7,-1,14,5,-2,6,5,-3,14,3
Cc1cc(C)cc(N2C(=O)NC(=O)/C(=C\C=C\c3ccco3)C2=O)c1,0.2,-1,8,-8,-20,-4,-8,-29,5,15
O=C(c1ccccc1F)c1cn(CC(=O)N2CCCCC2)c2ccccc12,-0.2,-3,-7,1,4,6,-4,0,-2,-3
O=C1NC(=O)C(=Cc2ccc(-c3ccccc3[N+](=O)[O-])o2)C(=O)N1,1.2,2,2,3,-8,-8,3,-19,4,-3
c1cc(OCCN2CC2)ccn1,0.0,-1,-10,5,-1,-2,15,-2,13,0
CC(=O)c1c(C)n(Cc2ccccc2Cl)c2ccc(O)cc12,-0.8,-3,-6,-1,-10,-2,-8,-12,-8,-3
CCN(CC)C(=O)c1ccc2c(c1)C1C=CCC1C(C(=O)O)N2 (stereo not drawn),0.0,-6,-3,6,-20,-2,12,-33,-5,20
COc1ccc(CC(=O)N2CCN(C)CC2)cc1,-0.1,-5,-4,0,0,2,1,-2,-9,6
NCCCC(=O)OC1N=C(c2ccccc2Cl)c2cc(Br)ccc2NC1=O (stereo not drawn),0.2,-1,5,4,5,2,0,1,-3,1
O=C1C=CC(=O)C=C1,0.1,3,7,7,-1,0,3,3,5,1
C=CCOC(=O)C1=C(C)OC(N)=C(C(=O)OCC)C12C(=O)N(CC(N)=O)c1ccccc12 (stereo not drawn),0.4,-8,5,3,0,1,7,-1,0,0
Cc1nc2cc(C(F)(F)F)ccc2n1C1CCN(Cc2nnnn2Cc2cccs2)CC1,0.6,-4,11,3,0,11,-41,-1,8,-1
O=[N+]([O-])c1ccccc1-c1cc(-c2ccccc2)cc(-c2ccccc2)[n+]1Cc1ccccc1Cl,0.1,-2,-1,-1,7,-6,12,3,3,-4
O=C1c2ccccc2-n2nnc(-c3ccccc3)c2C2c3ccccc3CCN12 (stereo not drawn),0.0,-3,14,-1,-4,-6,17,-1,2,5
C=CCN1C(=O)NC(=O)/C(=C/c2cc3c4c(c2)CCCN4CCC3)C1=O,-0.8,-11,4,-3,-18,-2,-2,-18,-4,-4
COC(=O)C1=C(c2c(C)noc2C)C[C@@H]2CC[C@H]1N2C(=O)NCCNC(C)=O,-0.4,-5,-2,-4,0,3,4,-1,0,0
O=[N+]([O-])c1ccc(Nc2ccccc2)cc1,0.6,1,10,-3,-7,-9,-8,-6,-3,-6
N#CCN1CCN(c2ccc(C(F)(F)F)cc2)CC1,0.5,1,-1,-4,3,3,13,1,-6,1
O=C1CC(N2CCC(n3c(=O)[nH]c4ccccc43)CC2)C(=O)N1Cc1ccccc1 (stereo not drawn),0.3,0,-5,9,0,-1,1,3,17,-3
Cc1ccc2c(c1)Oc1ccccc1N=C2,0.5,-1,-3,2,1,4,4,4,11,-1
CC(C)(C)c1ccc(OC(=O)N2CCCCC2)cc1,-0.6,4,6,-3,0,6,-2,3,9,-2
O=C1C(=O)c2cccc3cccc1c23,-0.2,-4,-3,3,-1,-5,6,0,0,-18
CN1C(=O)NC(=O)/C(=C/c2ccc([N+](=O)[O-])s2)C1=O,0.5,-2,-7,-3,-26,-3,-7,-34,12,9
Cc1cc(OCC(=O)OC(C)C)c2c3c(c(=O)oc2c1)CCCC3,-2.0,4,11,3,-5,-4,10,-6,-6,0
CC(=O)CCC(C)=O,-0.2,3,-1,4,-1,0,-3,1,4,-1
C=CCn1c(O)c(C(CC)=NCCCO)c(=O)[nH]c1=O,1.0,-1,4,-1,0,2,1,0,-4,-2
CCC(C)(C)n1nnnc1C(c1cccs1)N1CC=C(c2ccc(F)cc2)CC1 (stereo not drawn),0.8,1,2,-3,-20,-2,-5,-25,-2,1
COc1ccc(OC(=O)N(C)C[C@H]2OCc3cnnn3CCCC(=O)N([C@H](C)CO)C[C@@H]2C)cc1,0.1,-1,5,4,0,5,15,-3,-18,-1
CCOC(=O)c1c(C)n(COCCO)c2ccc(O)cc12,0.0,-6,-4,-2,-2,-4,-1,3,7,6
CCN1C(=O)NC(=O)C2(CCCC2)C1=O,-0.1,6,-12,4,2,2,8,2,-2,2
CC(=O)c1cc(C#N)c(N2CCN(C)CC2)nc1C,-0.1,2,-1,1,0,4,2,2,1,-3
CCOc1ccc(CN2CCN(C(=O)Cc3ccccc3)CC2)cc1,-0.4,-4,-16,7,0,10,-2,-4,-4,-1
O=C(CN1CCCCC1)c1ccc2c(c1)OCO2,0.1,6,7,2,-1,-4,-3,-5,-12,-1
C[C@]12CC[C@H](O)CC1=CCC1C2CC[C@@]2(C)C1C[C@@H](O)[C@@H]2O (stereo partly drawn),0.1,3,-21,7,0,-8,3,2,-4,0
Oc1ccc(Cl)cc1CN1CCN(Cc2ccccc2)CC1,0.6,-1,15,0,3,5,4,3,8,4
NCCCCCC(=O)OC1N=C(c2ccccc2Cl)c2cc(Br)ccc2NC1=O (stereo not drawn),0.4,-1,-6,-7,0,0,-3,1,-1,-3
COc1ccc(CC(C)NC2CCCCCC2)cc1 (stereo not drawn),0.3,5,3,-3,4,1,5,-3,6,1
COc1ccc2c(c1)C(NC(C)=O)CCc1cc(OC)c(OC)c(OC)c1-2 (stereo not drawn),0.0,-8,-10,4,-1,5,0,2,-15,-3
CN(C)CC(C(=O)Cc1ccccc1)c1ccccc1 (stereo not drawn),-0.1,-7,8,2,9,-7,-20,4,-11,2
CCn1ccnc1CN1CCCC(C(=O)c2cccc(C(F)(F)F)c2)C1 (stereo not drawn),-0.6,5,-6,-8,11*,2,5,5,11,5
COC(=O)C1=C(c2ccc(OC(F)(F)F)cc2)C[C@@H]2CC[C@H]1N2C(=O)NC1CC1,0.0,4,4,-1,0,5,4,0,4,-2
Cc1ccc2[nH]c(C)c(CCNCc3cccnc3)c2c1,-0.3,-3,7,-2,1,5,4,-8,0,-3
CCCCn1c(=O)c(C(=O)Nc2ccccc2Cl)c(O)c2ccccc21,-0.2,8,-20,6,2,2,0,-3,-1,-2
NP(=O)(Oc1ccccc1)Oc1ccccc1,-0.3,-10,5,0,-1,0,9,0,-2,1
COc1ccc(C)cc1NC1=NCCCS1,0.6,-3,6,-3,3,0,2,0,-6,3
COC(=O)C1=C(c2ccc(F)cc2OCc2ccccc2)C[C@@H]2CC[C@H]1N2C(=O)NC1CCCCC1,0.0,2,-3,-3,2,5,4,3,9,1
Cn1c(O)c(C=NCc2ccco2)c(=O)n(C)c1=O,0.3,-2,-6,8,-2,7,4,-2,-4,-4

# Grouped by structure: those above with a thiophene ring, fused or not
SMILES,KLK7 zymogen act,NR1D1 modulator,ARFGAP1 inh,Tn7 DDE FP,PLC-gamma1 inh,DDE Tn6 FP inh,HGIII-sPLA2 inh,PLC-beta3 inh,ASAP1 GAP inh,UHRF1 binding
Cc1nc2cc(C(F)(F)F)ccc2n1C1CCN(Cc2nnnn2Cc2cccs2)CC1,0.6,-4,11,3,0,11,-41,-1,8,-1
CN1C(=O)NC(=O)/C(=C/c2ccc([N+](=O)[O-])s2)C1=O,0.5,-2,-7,-3,-26,-3,-7,-34,12,9
CCC(C)(C)n1nnnc1C(c1cccs1)N1CC=C(c2ccc(F)cc2)CC1 (stereo not drawn),0.8,1,2,-3,-20,-2,-5,-25,-2,1

# (next part)
SMILES,KLK7 zymogen act,NR1D1 modulator,ARFGAP1 inh,Tn7 DDE FP,PLC-gamma1 inh,DDE Tn6 FP inh,HGIII-sPLA2 inh,PLC-beta3 inh,ASAP1 GAP inh,UHRF1 binding
Cc1cc(C=C2C(=O)NC(=O)NC2=O)c(C)n1-c1cccnc1,-0.1,-2,2,-1,-14,0,4,-26,-3,-8
CCOC(=O)[C@]12Cc3ccccc3[C@H]1N(Cc1ccccc1)C(=O)c1cc(F)c(F)cc12,-0.2,5,-19,0,-2,-3,14,-6,-3,1
COC(=O)C1=C(c2ccc(OC)c(OC)c2)C[C@@H]2CC[C@H]1N2C(=O)N1CCC(C)CC1,-0.1,0,1,4,2,-7,0,4,3,-1
CC(C)C[C@H](NP(=O)(O)O[C@@H]1O[C@@H](C)[C@H](O)[C@@H](O)[C@H]1O)C(=O)N[C@@H](Cc1c[nH]c2ccccc12)C(=O)O,-0.1,-2,4,1,0,8,3,0,3,2
CC1(C)OC(c2ccccc2)=C/C(=C/C=C2C(=O)NC(=O)NC2=O)O1,3.7,8,-2,-39,-49,-13,-17,-60,6,-38
O=C1NC(=O)C(=Cc2cccs2)C(=O)N1,0.4,4,3,8,1,0,6,-6,4,-3
Cc1cccc(-n2c(C)nc3ccccc3c2=O)n1,-0.3,0,-1,-5,3,4,0,1,4,4
Cn1c(=O)cc(OCC(=O)N2CCN(C3CCCCC3)CC2)c2ccccc21,0.5,5,4,-4,-5,-6,6,-6,9,4
COc1ccc(C2(C#N)CCN(C)CC2)cc1,-0.2,3,6,-6,0,6,3,2,1,2

# Assay outcomes deposited in PubChem by several laboratories.
